Assay outcomes (PubChem)
DRD3 antagonist = blocks the human D3 dopamine receptor; D3R cells, DiscoveRx beta-arrestin luminescence, antagonist mode; active compounds read low; max response, negative = inhibition, %; 360,000 compounds, 2.5% hits; AID 652054; in the data active = max response below about -50%; inconclusive = no clear call, values can overlap the other calls; note: % is set by controls: 0 for no effect and ±100 for the full control effect; mostly tested at two doses, the higher about 12 µM
Target sequence (P35462 whole entry, looked up): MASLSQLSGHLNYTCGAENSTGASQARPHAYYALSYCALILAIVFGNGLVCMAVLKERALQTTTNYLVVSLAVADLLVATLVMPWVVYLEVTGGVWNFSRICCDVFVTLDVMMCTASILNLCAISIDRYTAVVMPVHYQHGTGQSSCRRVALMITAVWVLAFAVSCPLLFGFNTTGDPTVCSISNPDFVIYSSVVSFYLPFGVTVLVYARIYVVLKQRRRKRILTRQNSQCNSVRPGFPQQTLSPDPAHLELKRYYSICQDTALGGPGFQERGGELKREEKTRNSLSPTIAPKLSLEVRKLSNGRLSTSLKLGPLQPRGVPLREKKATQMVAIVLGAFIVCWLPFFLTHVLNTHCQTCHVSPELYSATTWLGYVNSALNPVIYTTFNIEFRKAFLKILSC
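Cells expressing the human receptor were seeded at 1500 cells/well, incubated overnight at 37 degrees C in 5% CO2, then exposed to library compounds with dopamine controls for 90 minutes at 37 degrees C before luminescent detection.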
FUS suppressor = FUS proteinopathy suppression in yeast; S. cerevisiae FUS-expressing, growth rescue, OD600, 24 h; Potency, µM (top dose mostly 76.6 µM), for the others: top-dose growth rescue (activation), hits mostly activators; 390,000 compounds, 0.24% hits;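 note: potency is the fitted concentration of half-maximal effect; plate controls were DMSO vehicle for no effect and reference control for full effect; nearly all actives have a fitted effect of over 55% in size; some results filed as inactive show a strong effect at the top dose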
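Yeast expressing FUS under galactose induction, OD 0.005 in 2% galactose medium; compounds in a dilution series, 24 h at 30C. Growth rescue by absorbance at 600 nm; CP55940 positive control, DMSO negative.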
EPAC2 antag = blocks human EPAC2 exchange factor; EPAC2 GEF exchange of Rap1B-BODIPY-GDP, fluorescence; 360,000 compounds, 0.18% hits; Potency, µM (top dose mostly 114 µM), for inactives: at the highest dose activity, negative = inhibition, usual class: inhibitors; Q8WZA2; note: potency is the fitted concentration of half-maximal effect; % is set by controls: 0 for no effect and ±100 for the full control effect; nearly all actives have a fitted effect of over 45% in size; many of its hits are not listed in these tables
DRD3 agonist = activates the human D3 dopamine receptor; D3R DiscoveRx beta-arrestin cells, luminescence, 90 min; 410,000 compounds, 0.58% hits; P35462; max activation, %; AID 652048; in the data active = max activation above about 30%; note: 0% is about no effect; mostly tested at two doses, the higher about 12 µM
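Cells at 1500/well, incubated overnight, then treated with pinned compounds (dopamine as control) for 90 min at 37 degrees C. DiscoveRx reagent added for 30 - 60 minutes at room temperature; luminescence read.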
aSyn rescue = inhibitors of alpha-synuclein toxicity in yeast; Yeast expressing alpha-synuclein, growth rescue, BacTiter-Glo, 24 h; Potency, µM (titrated, usually from 46.1 µM), for inactives: top-dose growth rescue (activation), hits mostly activators; 370,000 compounds, 0.14% hits; note: potency is the fitted concentration of half-maximal effect; % of control where 0% means no effect; nearly all actives have a fitted effect of over 65% in size
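Readout is rescue of growth in alpha-synuclein-expressing yeast, so inhibitors of toxicity appear as activators. Growth after 24 hr at 30 deg C in galactose medium is quantified by luminescence.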
Abeta rescue = restores growth of yeast expressing A-beta42 peptide. Potency, µM (series often up to 46.1 µM), for the others: at the top dose growth rescue, usual class: activators. 410,000 compounds, 0.063% hits. AID 1347071. yeast expressing A-beta42, growth rescue, OD600, 48 h; response scale: 0% DMSO, 100% iron-clioquinol control; note: potency is the fitted concentration of half-maximal effect; nearly all actives have a fitted effect of over 55% in size
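Growth rescue measured by 600 nm absorbance after 48 h yeast culture at 30 C with compound. Values normalized between DMSO and an equimolar ferric chloride plus clioquinol control.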
EPAC2 ag = activates human EPAC2 exchange factor; Q8WZA2; EPAC2 activation, biochemical qHTS; response scale: 100% = 6.5 mM cAMP response; Potency, µM (top dose mostly 154 µM), for the others: at the highest dose activation, hits mostly activators; 360,000 compounds, 0.079% hits; AID 720711; note: potency is the fitted concentration of half-maximal effect; nearly all actives have a fitted effect of over 50% in size
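EPAC2 (100 nM) mixed with Rap1B loaded with BODIPY-GDP (250 nM) plus 50 uM unlabeled GDP; compounds pinned in, 5 min RT, then read every 5 min for 30 min (ex 480, em 540 nm). Normalized to cAMP control.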
TDP-43 yeast inh = TDP-43 toxicity inhibition in yeast | TDP-43 expressing yeast growth rescue, BacTiter-Glo, 24 h | Potency, µM (titrated, usually from 46.1 µM), without a hit: top-dose growth rescue (activation), usual class: activators | 410,000 compounds, 1.8% hits; note: potency is the fitted concentration of half-maximal effect; % of control where 0% means no effect; nearly all actives have a fitted effect of over 50% in size
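Growth rescue of TDP-43-toxic yeast measured as ATP luminescence (BacTiter-Glo). Cells grown to mid-log in raffinose, induced in galactose at OD600=0.02, exposed to compound 24 hr at 30 deg C.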
* marks the source's active call; other numbers are inactive results; ? = inconclusive; . = no result given; [ ] = another dose, or the depositor's remark. Unless noted, calls come from the whole dose curve; as a rule, active = well fitted curve in the direction sought with a large enough effect; inconclusive = small, poorly fitted or top-dose-only effect, or another doubt; inactive = no such curve, though single readings can be large; an effect the other way counts as inactive or inconclusive. The list is partial, so the mix of outcomes need not match the whole.

1. CC(=O)Nc1ccc(Oc2ccccc2)cc1
2. Cc1ccc2c(c1)N(C(=O)N1CCC(C(=O)NCc3cccs3)CC1)CC(C)O2 (stereo not given)
3. Cc1ccc(C)c(C(=O)COC(=O)c2cccc(N3C(=O)c4c(C)nc5ccccc5c4C3=O)c2)c1
4. CC(C)c1[nH]nc2c1C(c1ccco1)C(C#N)=C(N)O2 (stereo not given)
5. COc1ccc(N2CC(C(=O)Nc3nc4ccccc4s3)CC2=O)cc1 (stereo not given)
6. CCOC(=O)C1Sc2[nH]c(=O)sc2C(c2ccc(Cl)cc2)C1C(=O)OCC (stereo not given)

Assay by compound,1,2,3,4,5,6
DRD3 antagonist,4,.,8,-6,-10,-67*
FUS suppressor,-9%,11%,38%,-32%,9%,?
EPAC2 antag,-7%,.,7%,1%,-1%,-1%
DRD3 agonist,-1,1,1,1,1,1
aSyn rescue,1%,.,-2%,0%,16%,2%
Abeta rescue,8%,3%,-1%,2%,4%,-4%
EPAC2 ag,3%,.,-2%,5%,12%,-11%
TDP-43 yeast inh,1%,0%,-10%,3%,8%,-3%

7. C[C@@H](NC(=O)c1nc[nH]c1C(=O)NCc1ccc(CNC(=O)OC(C)(C)C)cc1)c1ccccc1
8. Cc1c(N=Cc2c(O)n(Cc3ccco3)c(=O)c3ccccc23)c(=O)n(-c2ccccc2)n1C
9. Clc1cccc2c3c([nH]c12)CCNC3
10. CC(C)OCCCn1c(SCC(=O)Nc2ccccc2C(F)(F)F)nc2nccnc2c1=O
11. CCCN(CCC)S(=O)(=O)c1ccc(C(=O)NCc2ccco2)cc1
12. COc1ccc(CC(=O)Nc2cc(C)on2)cc1OC

Assay by compound,7,8,9,10,11,12
DRD3 antagonist,31,-21,-60*,8,0,7
FUS suppressor,?,?,25%,16%,27%,.
EPAC2 antag,-17%,-3%,6%,-2%,-4%,-3%
DRD3 agonist,7,-16,-44,3,-1,-11
aSyn rescue,-5%,5%,-1%,2%,4%,-5%
Abeta rescue,10%,-11%,-22%,7%,-9%,-9%
EPAC2 ag,-5%,13%,19%,9%,8%,11%
TDP-43 yeast inh,23%,9%,-17%,12%,-5%,17%

13. O=C(CC(=O)c1ccccc1)Nc1ccc2c(c1)OCCO2
14. COc1ccc(Cl)cc1NC(=O)CN1CCCCCC1
15. O=C(CN1CCN(c2ccccn2)CC1)N1c2ccccc2Sc2ccc(C(F)(F)F)cc21
16. O=C(O)C1CCN(C(=O)CSc2nnc3ccccn23)CC1
17. N#Cc1ccsc1NC(=O)COC(=O)CCCSc1nc2ccccc2s1
18. O=C(NCC(c1cccnc1)N1CCOCC1)C(=O)Nc1ccc(F)cc1 (stereo not given)

Assay by compound,13,14,15,16,17,18
DRD3 antagonist,-15,?,-62*,-8,-14,.
FUS suppressor,22%,20%,11%,9%,87%,-15%
EPAC2 antag,1%,-10%,-18%,1%,-17%,.
DRD3 agonist,-9,-17,-9,4,-5,-7
aSyn rescue,-1%,-5%,.,-2%[1.84 µM],16%,.
Abeta rescue,-7%,-10%,-2%,-1%,17%,-14%
EPAC2 ag,3%,21%,18%,3%,22%,.
TDP-43 yeast inh,-22%,-14%,-9%,5%,?,16%

19. Cc1cc(C)nc(SCc2nnc(SCC(=O)N3CCCc4ccccc43)o2)n1
20. Cc1cc(C)n2nc(CNS(=O)(=O)c3ccc([N+](=O)[O-])cc3)nc2n1
21. Cc1cccn2cc(CCNS(=O)(=O)c3ccc([N+](=O)[O-])cc3)nc12
22. O=C(Nc1ccc(F)cc1)C1(S(=O)(=O)c2ccc(Cl)cc2)CC1
23. Cc1nc2ccc(OC(=O)c3ccccc3)cc2s1
24. COc1ccc2c(c1)CCc1sc(NC(=O)c3ccc(Br)cc3)nc1-2

Assay by compound,19,20,21,22,23,24
DRD3 antagonist,8,23,-4,7,4,.
FUS suppressor,22%,7%,-24%,-33%,-5%,15%
EPAC2 antag,1%,2%,-5%,-5%,-27%,.
DRD3 agonist,-5,1,3,-5,0,-19
aSyn rescue,3%,1%,-11%,-9%,2%,.
Abeta rescue,19%,-1%,-2%,5%,-12%,-7%
EPAC2 ag,9%,7%,5%,11%,9%,.
TDP-43 yeast inh,23%,8%,8%,-11%,27%,?

25. N#Cc1cccc(NC(=O)CSc2n[nH]c(=O)[nH]c2=O)c1
26. CN(C)CC(=O)N[C@@H]1CC[C@@H](CC(=O)NCCN2CCCCC2)O[C@@H]1CO
27. O=C(CCCc1cccs1)N1CCN(S(=O)(=O)c2ccccc2Br)CC1
28. CC(C)Cc1nn2c(=O)cc(O)nc2s1
29. CC1(c2nnc(-c3ccncc3)o2)CC(c2ccccc2)=NO1 (stereo not given)
30. Cc1cc(=O)oc2cc(NC(=O)c3ccccc3OC(F)F)ccc12

Assay by compound,25,26,27,28,29,30
DRD3 antagonist,-13,2,-2,5,-16,4
FUS suppressor,0%,-7%,18%,7%,-19%,3%
EPAC2 antag,4%,11%,-6%,-5%,19%,-9%
DRD3 agonist,5,1,-1,4,10,-7
aSyn rescue,-11%,-1%,2%,15%,-5%,-5%
Abeta rescue,-13%,-7%,-4%,-1%,-10%,0%
EPAC2 ag,17%,3%,5%,1%,2%,-3%
TDP-43 yeast inh,-14%,-16%,?,-36%[inhibitor],-8%,17%

Results in aSyn rescue, DRD3 agonist and EPAC2 ag, for some of the entries so far:
| entry | Compound | aSyn rescue | DRD3 agonist | EPAC2 ag |
| --- | --- | --- | --- | --- |
| 11 | CCCN(CCC)S(=O)(=O)c1ccc(C(=O)NCc2ccco2)cc1 | 4% | -1 | 8% |
| 12 | COc1ccc(CC(=O)Nc2cc(C)on2)cc1OC | -5% | -11 | 11% |

The list continues.
31. COc1ccc(CCNC(=O)Cc2c(C)c3c(cc(C)c4c(C)c(C)oc43)oc2=O)cc1
32. O=c1oc2c(CN3CCCCC3)c(O)ccc2c2c1CCCC2
33. Cc1nc(SCC(=O)N(C)C2CCS(=O)(=O)C2)c2ccccc2n1 (stereo not given)
34. CN1CCN(C(=O)C2=C[C@@H](c3coc4ccccc4c3=O)C[C@@H](OCc3ccc(CO)cc3)O2)CC1
35. CCOC(=O)c1cnc(SCc2cccc3ccccc23)nc1N
36. O=C(O)CCC(=O)NNC(=O)c1ccc(-c2ccccc2)cc1

Assay by compound,31,32,33,34,35,36
DRD3 antagonist,.,-15,-13,7,-19,?
FUS suppressor,-11%,36%,?,-18%,8%,.
EPAC2 antag,.,12%,2%,0%,-7%,5%
DRD3 agonist,-8,-19,-15,4,8,-5
aSyn rescue,.,0%,-2%,1%,-2%,1%
Abeta rescue,-13%,-18%,3%,6%,9%,5%
EPAC2 ag,.,4%,5%,9%,17%,7%
TDP-43 yeast inh,9%,-30%[inhibitor],14%,?,-10%,-1%

37. Nc1c(C(=O)NCCN2CCOCC2)c2nc3ccccc3nc2n1CCc1ccccc1F
38. Cc1cc(C)n(-c2ccc(C(=O)Nc3ccc(S(=O)(=O)N(C)C)cc3)cc2)n1
39. CSCC[C@H](NC(=O)CCn1nnc2ccccc2c1=O)C(=O)O
40. Cc1ncn(C23CC4CC(CC(O)(C4)C2)C3)n1
41. Cc1ccc(S(=O)(=O)NCCC(=O)N2CCC(C(N)=O)CC2)cc1C
42. CCCc1cc(=O)n2nc(N3CCC(C(=O)Nc4cccc(C(C)=O)c4)CC3)sc2n1

Assay by compound,37,38,39,40,41,42
DRD3 antagonist,22,-1,13,19,-7,-4
FUS suppressor,19%,-4%,-10%,-9%,-4%,15%
EPAC2 antag,-16%,2%,4%,-1%,11%,6%
DRD3 agonist,6,2,10,-1,-4,0
aSyn rescue,-5%,-2%,3%,0%,0%,5%
Abeta rescue,-1%,7%,-5%,4%,2%,-6%
EPAC2 ag,-3%,0%,8%,6%,2%,-1%
TDP-43 yeast inh,-3%,16%,-9%,2%,11%,-6%

Some of these compounds in order of number of heavy atoms, rising:
35. CCOC(=O)c1cnc(SCc2cccc3ccccc23)nc1N
11. CCCN(CCC)S(=O)(=O)c1ccc(C(=O)NCc2ccco2)cc1
15. O=C(CN1CCN(c2ccccn2)CC1)N1c2ccccc2Sc2ccc(C(F)(F)F)cc21

Assay by compound,35,11,15
DRD3 antagonist,-19,0,-62*
FUS suppressor,8%,27%,11%
EPAC2 antag,-7%,-4%,-18%
DRD3 agonist,8,-1,-9
aSyn rescue,-2%,4%,.
Abeta rescue,9%,-9%,-2%
EPAC2 ag,17%,8%,18%
TDP-43 yeast inh,-10%,-5%,-9%

4 records picked at random from those above:
36. O=C(O)CCC(=O)NNC(=O)c1ccc(-c2ccccc2)cc1
17. N#Cc1ccsc1NC(=O)COC(=O)CCCSc1nc2ccccc2s1
23. Cc1nc2ccc(OC(=O)c3ccccc3)cc2s1
26. CN(C)CC(=O)N[C@@H]1CC[C@@H](CC(=O)NCCN2CCCCC2)O[C@@H]1CO

Assay by compound,36,17,23,26
DRD3 antagonist,?,-14,4,2
FUS suppressor,.,87%,-5%,-7%
EPAC2 antag,5%,-17%,-27%,11%
DRD3 agonist,-5,-5,0,1
aSyn rescue,1%,16%,2%,-1%
Abeta rescue,5%,17%,-12%,-7%
EPAC2 ag,7%,22%,9%,3%
TDP-43 yeast inh,-1%,?,27%,-16%

Going on with the list.
43. COc1cc2c(cc1OC)CN(CC(=O)Nc1ccc(C)c(S(=O)(=O)N3CCOCC3)c1)CC2
44. O=C(NCC1CCCO1)C(=O)N/N=C/c1ccccc1C(=O)O (stereo not given)
45. Cc1cc2oc(C(=O)N(Cc3ccccc3)C3CCS(=O)(=O)C3)cc(=O)c2cc1C (stereo not given)
46. CS(=O)(=O)Nc1ccc(C(=O)Nc2ccccc2Cl)cc1
47. CCCCOc1ccc(-c2nnc(-c3ccncc3)o2)cc1
48. O=C(COC(=O)c1ccc(S(=O)(=O)N2CCCCCC2)cc1)NCc1ccc(Cl)cc1

Assay by compound,43,44,45,46,47,48
DRD3 antagonist,-1,-2,.,-19,57,6
FUS suppressor,10%,1%,32%,17%,22%,-14%
EPAC2 antag,0%,-5%,.,2%,-3%,1%
DRD3 agonist,4,-6,6,-7,3,4
aSyn rescue,-5%,-1%,.,-2%,-6%,1%
Abeta rescue,3%,-14%,-10%,3%,-2%,5%
EPAC2 ag,7%,20%,.,10%,-8%,4%
TDP-43 yeast inh,3%,3%,16%,-19%,20µM*,23%
